# ASM inhibitor = human S-ASM enzyme inhibition | P17405 | placental ASM, HMU-PC fluorogenic substrate, 60 min | Potency, µM (top dose mostly 57.5 µM), without a hit: top-dose activity change, negative = inhibition, most hits filed as inhibitors | 0.006% of 340,000 active | AID 504937; also: potency is read from the fitted curve at half-maximal effect
#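 qHTS format. ASM enzyme prepared from human placenta hydrolyses the fluorogenic substrate HMU-PC0 (9 uM final) over 60 min at 37 °C after a 10 min compound preincubation.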
# Mito fusion yeast = mitochondrial division inhibition or fusion activation; S. cerevisiae fusion-defective mutant growth rescue, CellTiterGlo 48 h; Potency, µM (top dose mostly 46.1 µM), without a hit: top-dose growth rescue (activation), most hits filed as activators; 0.23% of 320,000 active; AID 485298;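 also: potency is read from the fitted curve at half-maximal effect; % of control where 0% means no effect; nearly all actives have a fitted effect of over 45% in size; temperature-sensitive fusion mutants such as fzo1-1 at 37 °C on non-fermentable ethanol glycerol medium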
#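 Luminescent cell viability in 1536-well qHTS format served as the measure of rescued growth in ts fusion-mutant S. cerevisiae cultured on non-fermentable YPEG for 48 hours at 37C.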
# A-T KAP1 phos = potential ataxia-telangiectasia treatments restoring KAP-1 phosphorylation; […] A-T fibroblasts, KAP-1 phosphorylation AlphaLISA; neocarzinostatin DNA damage 30 min before lysis; Potency, µM (titrated, usually from 57.5 µM), inactives show top-dose activation, hits mostly activators; 0.19% of 320,000 active; also: potency is read from the fitted curve at half-maximal effect; % of control where 0% means no effect; nearly all actives have a fitted effect of over 45% in size
#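 hTERT-immortalized A-T patient fibroblasts ([…]), 500 cells/well in OPTI-MEM, 1% FBS, got compounds for 60 min, then NCS for 30 min at 37C. Lysates were then assayed for phospho-KAP-1 by AlphaLISA (anti-pKAP1 donor, anti-KAP1 acceptor beads), 6 hr at 25C.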
# TSHR antag = human thyrotropin receptor antagonism; AID 504810; 0.2% of 330,000 active; activity change, negative = inhibition, % at 11.5 µM; TSHR-expressing cells, TSH-stimulated cAMP HTRF, 2 h; hits give low values; P16473;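 active = activity change below a set negative limit, meaning inhibition stronger than a set level, cut at about -70% in these data; inconclusive = activity change between two set negative limits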; also: % is scaled to controls: 0 for no effect and ±100 for the full control effect
# Target sequence (P16473 whole entry, looked up): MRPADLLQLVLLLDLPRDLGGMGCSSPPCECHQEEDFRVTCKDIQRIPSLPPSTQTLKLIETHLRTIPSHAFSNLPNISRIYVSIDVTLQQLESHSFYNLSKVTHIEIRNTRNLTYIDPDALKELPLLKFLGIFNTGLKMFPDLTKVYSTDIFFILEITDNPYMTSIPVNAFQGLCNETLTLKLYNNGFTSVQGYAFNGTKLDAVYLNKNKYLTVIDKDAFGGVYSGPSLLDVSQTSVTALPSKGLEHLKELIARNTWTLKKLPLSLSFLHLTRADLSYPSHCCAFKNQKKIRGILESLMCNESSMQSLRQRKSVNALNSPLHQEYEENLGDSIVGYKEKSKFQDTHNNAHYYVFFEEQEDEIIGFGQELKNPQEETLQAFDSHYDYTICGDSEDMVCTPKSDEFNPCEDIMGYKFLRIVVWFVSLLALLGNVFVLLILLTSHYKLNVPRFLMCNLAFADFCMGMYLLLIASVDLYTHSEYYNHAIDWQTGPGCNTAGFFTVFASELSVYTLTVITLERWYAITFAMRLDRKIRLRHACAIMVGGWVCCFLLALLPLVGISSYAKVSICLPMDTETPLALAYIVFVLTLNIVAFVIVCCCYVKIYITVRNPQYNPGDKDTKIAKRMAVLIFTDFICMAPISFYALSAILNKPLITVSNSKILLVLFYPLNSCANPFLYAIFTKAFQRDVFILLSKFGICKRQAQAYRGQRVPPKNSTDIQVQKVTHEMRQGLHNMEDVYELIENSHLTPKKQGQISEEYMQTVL
#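 TSHR-expressing cells, 200/well, pre-treated with compound, then stimulated with EC80 TSH (4nM final) for 2 hours at 37 deg C. cAMP measured by competitive HTRF: anti-cAMP cryptate antibody in lysis buffer plus cAMP-d2, read after 30 minutes at room temperature.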
# a7 integrin act = activators of alpha7 integrin expression for muscular dystrophy. Potency, µM (doses to about 38.3 µM), for inactives: top-dose activation, usual class: activators. AID 624291. alpha7betagal myoblasts, beta-gal FDG fluorescence, 48 h. 0.064% of 350,000 active;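 also: potency is read from the fitted curve at half-maximal effect; 100% = response of the positive control SU9516; nearly all actives have a fitted effect of over 60% in size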
#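 Alpha7betagal+/- myoblasts (passage 13) were plated 16-24 hr, then exposed to compounds (1:260 dilution of DMSO stock) for 48 hours at 37C. After MPER lysis, β-galactosidase reporter activity was read as FDG fluorescence (ex 480/em 540) after 30 minutes.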
# BCR signal inh = inhibitors of chronic active B-cell receptor signaling; ABC-DLBCL IkBa-CBG/CBR reporter, luminescence ratio, 4 h; Potency, µM (highest dose often 46.1 µM), for the others: at the top dose ratio change, negative = lower green/red ratio, hits mostly inhibitors; 0.05% of 340,000 active; active = well fitted inhibition curve with a large enough effect in the signal ratio, with a control signal flat, not every such curve was filed as active; inconclusive = small, poorly fitted or top-dose-only effect, or effect the other way, or a change in a side signal; the % refers to the signal ratio;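 also: potency is read from the fitted curve at half-maximal effect; plate controls were basal doxycycline-induced cells for no effect and cells given 10 µM MG132 for full effect; MG132 reads +100%, hits lower the ratio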
#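 Doxycycline induced both beetle luciferases in TMD8 lymphoma cells; IKK-driven degradation limits the IkappaBalpha-fused green signal, while red luminescence normalises for cell number and nonspecific effects. Compounds tested up to 46 uM, 4 hrs.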
# ELG1 DNA repair = blocks ELG1-dependent DNA repair in HEK293T cells; 2.3% of 330,000 active; HEK293T ELG1-luciferase reporter, luminescence, 16 h; DNA damage induced by 5-fluorouridine; Potency, µM (series often up to 46.1 µM), inactives show at the top dose activity change, negative = inhibition, actives largely listed as inhibitors; also: potency is read from the fitted curve at half-maximal effect; % is scaled to controls: 0 for no effect and ±100 for the full control effect; nearly all actives have a fitted effect of over 55% in size
#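 Reporter activity after DNA damage by 5-fluorouridine is monitored. Compound-treated cells incubate 16 hr at 37 °C, then ONE-Glo is added for 30 min before luminescence reading.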
# TSG101-PTAP inh = blocks PTAP/TSG101 interaction to inhibit HIV-1 budding. Q99816. Fluorescence polarization, FITC-PTAP peptide / Tsg101 binding. Potency, µM (highest dose often 115 µM), inactives show top-dose activity change, negative = inhibition, usual class: inhibitors. 340,000 tested, under 10 active. AID 493005; active = well fitted inhibition curve with a large enough effect in the main read-out, with a control signal flat, not every such curve was filed as active; inconclusive = small, poorly fitted or top-dose-only effect, or effect the other way, or a change in a side signal; inactive = no such curve, though single readings can be large or run the other way; also: potency is read from the fitted curve at half-maximal effect; % of control where 0% means no effect
#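 Fluorescence polarization binding of Tsg101 binding domain (10 uM final) to FITC-labeled PTAP peptide (50 nM final) in HEPES pH 7.5 buffer with NaCl, Tween 20, EDTA, TCEP. Compounds added before peptide; binding 20 min at RT.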
# Eya2 phos inh = Eya2 (human) phosphatase inhibition; recombinant Eya2, OMFP fluorescence dephosphorylation (OMFP is methylfluorescein phosphate); O00167; 0.006% of 330,000 active; Potency, µM (top dose mostly 76.9 µM), for the others: top-dose activity, negative = inhibition, actives largely listed as inhibitors; also: potency is read from the fitted curve at half-maximal effect; % is scaled to controls: 0 for no effect and ±100 for the full control effect
#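 Eya2 (0.2 uM) preincubated 10 min at ambient with compound, then OMFP substrate added at 50 uM; 10 min reaction in 50 mM HEPES pH 7.5, 50 mM NaCl, 5 uM MgCl2, 0.05% BSA, 1 mM DTT. Fluorescence read at Ex 485/Em 525 nm.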
# Tb PFK inh = inhibitors of T. brucei phosphofructokinase; Potency, µM (series often up to 57.5 µM), inactives show at the top dose activity, negative = inhibition, hits mostly inhibitors; T. brucei PFK, ADP-Glo luminescence; 0.17% of 330,000 active; O15648;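 also: potency is read from the fitted curve at half-maximal effect; 0% = uninhibited 1x PFK enzyme wells and -100% = no-enzyme wells; nearly all actives have a fitted effect of over 60% in size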
#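 ADP-Glo luminescence quantified ADP after 45 min at room temperature, with 1.25 nM T. brucei PFK, 0.1 mM ATP and 0.5 mM fructose-6-phosphate in pH 8.0 TEA buffer. qHTS titrations up to 57 µM; curves classified by quality.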
# TCR activator = activators of T cell receptors. primary human leukocytes, anti-CD3, IL-2 HTRF, 48 h. Potency, µM (doses to about 9.22 µM), for the others: at the top dose activation of IL-2 secretion, actives largely listed as activators. 330,000 tested, under 10 active. AID 504894; also: % of control where 0% means no effect
#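 48 hr co-incubation of compounds, a-CD3 beads and primary human leukocytes; IL-2 quantified homogeneously by HTRF with anti-IL-2 K and d2 conjugates.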
# Starred values were filed as active, the others as inactive; ? = inconclusive; nt = not tested or not shown; [ ] = another dose, or the depositor's remark. Unless noted, calls follow the shape of the dose curve; as a rule, active = well fitted curve in the direction sought with a large enough effect; inconclusive = small, poorly fitted or top-dose-only effect, or another doubt; inactive = no such curve, though single readings can be large; an effect the other way counts as inactive or inconclusive.
structure | a7 integrin act | BCR signal inh | TSG101-PTAP inh | ELG1 DNA repair | TCR activator | Eya2 phos inh | A-T KAP1 phos | ASM inhibitor | Tb PFK inh | Mito fusion yeast | TSHR antag
CCn1ncc(/C=C/C(=O)Nc2c(C)nn(Cc3ccc(Cl)cc3Cl)c2C)c1C | -36.5%[inhibitor] | ? | -1.4% | -23.6% | -1.3% | -24.4% | -11.4% | -1.4% | -3.2%[0.46 µM] | 2.4% | 2.3
Cc1c(C(=O)N2CCOCC2)sc(NC(=O)c2ccc([N+](=O)[O-])cc2)c1C#N | -4.1% | 8.8% | -1.5% | ? | 1.7% | -3.2% | -3.5% | -3.8% | 1.7% | 10.4% | -7.7
CCOc1ccc(S(=O)(=O)NCCC(=O)NCc2ccncc2)cc1 | -13.6% | 4.5% | 0.2% | 0.9% | 1.5% | -10.6% | -3.8% | 0.5% | 2.3% | -9.4% | -7.0
COc1ccc(OC)c(NC(=O)C2CCN(S(C)(=O)=O)CC2)c1 | 1.6% | -7.1% | -3.6% | -12.5% | nt | -23.1% | 8.0% | -2.1% | 15.1% | -0.2% | -1.8
Cc1cc(N2CCCC2=O)ccc1S(=O)(=O)NC1CCCCC1 | -10.4% | 0.4% | -9.1% | ? | 12.3% | 2.2% | -8.3% | 9.6% | 1.3% | 8.4% | 5.4
CCC(C)NC(=S)Nc1ccc2nc(N3CCN(CC)CC3)cc(C)c2c1 (configuration not stated) | -59.3%[inhibitor] | -10.6% | -4.5% | -25.5% | 4.3% | -9.0% | -0.7% | 120.6%[activator] | -3.1% | -0.1% | 0.9
COc1ccccc1C1CCN(C(=O)c2ccc(Cl)cc2)CC1 | -36.0% | -10.5% | -4.6% | ? | -0.9% | -9.6% | nt | -0.7% | -0.4% | -11.7% | 22.5
COc1ccccc1CNC(=O)CCNS(=O)(=O)c1cc(Br)cnc1N | -11.4% | -0.1% | 1.4% | 0.8% | 2.1% | -2.0% | -3.5% | -0.6% | 1.2% | -4.3% | 1.7
Cc1cccc(NC(=O)C2CC(O)CN2C(=O)Oc2ccccc2)c1 (configuration not stated) | -5.3% | 3.5% | -1.8% | 13.6% | 3.6% | -10.1% | 7.3% | -0.5% | 0.1% | 2.7% | -6.1
COc1ccc(NC(=O)CCC2CCCCC2)cc1S(=O)(=O)N1CCCCC1 | 0.0% | -7.3% | -3.5% | ? | -9.6%[46.1 µM] | -6.5% | 0.0% | -2.7% | 9.7% | 1.7% | ?
O=[N+]([O-])c1ccc(S(=O)(=O)Nc2ccc(-c3csc(-c4ccccc4)n3)cc2)cc1 | nt | ? | nt | ? | nt | -1.1% | 7.5% | nt | 8.8% | -20.5% | -45.5
CCOc1ccc(C(=O)CCN2CCCCC2)cc1 | -6.4% | ? | -2.9% | -4.3% | -1.4% | 5.9% | 13.4% | -1.3% | 3.0% | ? | 13.6
COCCNC(=O)Cc1c(C)c2cc3c(cc2oc1=O)OC(C)(C)CC3 | -10.3% | ? | -0.7% | 11.8% | -1.0% | -16.8% | -9.8% | 12.9% | -4.4% | -1.8% | -3.7
COc1ccc(C(=O)C[n+]2cc(Br)cc3ccccc32)cc1[N+](=O)[O-] | 1.3% | ? | 1.8% | -3.2% | 8.4% | 5.8% | -4.4% | -5.2% | 6.6% | -9.1% | -6.8
Cc1cc(C(=O)NN)c2cc(Br)ccc2n1 | -6.4% | ? | -2.2% | 0.0% | -4.2% | 26.9% | nt | 5.8% | 6.6% | 6.9% | 15.9
COc1cc(CNc2ccc(N3CCCC3)cc2)ccc1OCc1ccccc1 | -56.7%[inhibitor] | ? | -3.0% | ? | 10.5%[46.1 µM] | -13.1% | -6.6% | 126.4%[activator] | 7.1% | 3.7% | -15.0
CC(C)c1ccc(NC(=O)Cn2nnc(C(=O)NCc3ccco3)c2N)cc1 | -5.2% | -0.9% | -1.9% | 0.4% | 7.3% | -1.8% | 0.0% | 3.1% | -3.2% | -3.8% | -0.6
Cc1ccc(Nc2nnc(SCC(=O)N(C)C3CCS(=O)(=O)C3)s2)cc1 (configuration not stated) | -15.5% | 1.9% | -2.9% | 0.0% | 0.9% | -4.3% | -1.7% | -0.7% | -1.4% | -7.2% | -3.8
Cc1ccc([N+](=O)[O-])cc1N/C=C1\CCc2ccccc2C1=O | 4.8% | -2.6% | -6.2% | ? | -1.3% | 16.1% | 9.0% | 0.7% | -0.5% | 6.5% | 39.0
CC1=CS(=O)(=O)CC1Sc1nc2ccccc2[nH]1 (configuration not stated) | -4.9% | -0.4% | -3.1% | 9.1% | 1.3%[46.1 µM] | 3.5% | -2.6% | 3.0% | -0.5% | -0.8% | 3.7
Cc1ccc(/C=N/NC(=O)C(O)c2ccccc2)o1 (configuration not stated) | 4.8% | ? | -2.1% | ? | 3.5% | 0.4% | 0.0% | 2.6% | -4.2% | 0.7% | 6.5
COc1ccc(CCNC(=O)CSc2ccc(Br)cc2)cc1OC | -23.0% | -23.5% | -3.4% | 0.0% | -0.5% | -0.1% | 11.0% | 1.5% | -10.4% | -1.0% | 29.1
Cn1c(=O)n(CC(=O)Nc2ccccc2)c2ccccc21 | -32.2% | 0.5% | -6.8% | 10.3% | -2.9% | 0.7% | 4.7% | 0.4% | 1.9% | 3.7% | -8.1
Cc1ccc(S(=O)(=O)N(C)C)cc1NC(=O)CSc1ncn[nH]1 | -3.0% | -0.2% | -1.3% | 14.1% | -1.2% | 13.2% | 2.5% | 2.6% | 4.3% | -0.5% | -1.5
C=CCn1c(=O)c(C(=O)Nc2ccccc2O)c(O)c2ccccc21 | 22.7% | ? | -6.3% | ? | 6.2% | 11.7% | 0.5% | -0.8% | -2.9% | 2.4% | -0.3
CC(C)(C)c1ccc(C(=O)NCCN2CCCC2)cc1 | -7.5% | 8.7% | 0.4% | 13.7% | -16.2% | -8.0% | 0.7% | -1.6% | -0.7% | 5.3% | -2.6
CCN(CC(=O)Nc1ccccc1OC)C(=O)CC1CCCC1 | 13.6% | 7.4% | 0.0% | 7.8% | 0.9% | -42.7% | 8.2% | 4.0% | 9.1% | nt | nt
COCCn1c(=O)c2c(nc3n2CC(C)CN3CCc2ccccc2)n(C)c1=O (configuration not stated) | 15.2% | 12.2% | 2.3% | -2.2% | 0.2% | 7.4% | -2.9% | -0.4% | 3.0% | 21.8% | 3.3
COc1cc(/C=C(\C#N)c2ccccn2)ccc1OCc1ccccc1Cl | -1.5% | -0.1% | 0.4% | ? | -2.7%[46.1 µM] | -0.6% | 7.6% | 20.7% | -8.8% | 6.1% | -22.8
CC(=O)N1CCN(C(=O)c2ccc3c(c2)OCCO3)CC1 | 21.2% | 2.9% | 4.2% | -2.3% | -4.1% | 5.6% | 5.1% | 2.2% | 0.1% | -1.2% | -13.6
COc1cc(OC)c(OC)cc1/C=N/Nc1nc2ccccc2[nH]1 | 19.5% | 0.1% | -3.1% | ? | 5.7% | ? | 4.8% | 98.7%[activator] | 3.6% | -2.2% | -12.4
O=S(=O)([N-]c1nc2ccccc2nc1-n1cc[n+](Cc2ccccc2)c1)c1ccc(Br)cc1 | -40.6% | 13.3% | 0.5% | ? | -3.9% | -1.7% | -7.7% | nt | 0.0% | 1.2% | -0.8
COC(=O)c1ccc(OCC(=O)c2ccccc2OC)cc1 | 12.8% | ? | -7.8% | ? | -1.6% | -2.6% | -0.1% | -0.8% | -2.1% | 5.1% | -4.5
CCOC(=O)C1=C(C)NC2=C(C(=O)CC(c3ccc(OC)c(OC)c3)C2)C1c1ccc(C)o1 (configuration not stated) | 2.6% | -0.2% | -7.6% | ? | 2.0% | -9.8% | 0.7% | 33.7%[activator] | 1.0% | -0.3% | -12.6
O=C(NCCc1ccccc1)c1ccc(=O)oc1 | 4.0% | -6.8% | -2.2% | 17.2% | 6.5% | -23.7% | 1.1% | 11.6% | -0.5% | -1.8% | 1.4
COc1ccc(NC(=O)c2c(SC)nsc2SC)cc1 | ? | -0.1% | -2.3% | ? | 1.4% | 12.1% | -2.9% | 2.7% | -7.1% | 2.0% | 2.5

# Screening results from PubChem.
